Screening data: PubChem, National Center for Advancing Translational Sciences (NCATS)
BRCT inh green = inhibitors of human BRCA1 BRCT-phosphoprotein interaction (green fluorophore); BRCA1 BRCT-phosphopeptide binding, green fluorescence polarization; Potency, µM (top dose mostly 76.9 µM), for inactives: at the highest dose activity change, negative = inhibition, actives largely listed as inhibitors; 75,000 compounds, 0.05% hits; P38398;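 further: potency means the concentration at half of the fitted maximal effect; plate controls were peptide without protein for full effect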
Target sequence (P38398 whole entry, looked up): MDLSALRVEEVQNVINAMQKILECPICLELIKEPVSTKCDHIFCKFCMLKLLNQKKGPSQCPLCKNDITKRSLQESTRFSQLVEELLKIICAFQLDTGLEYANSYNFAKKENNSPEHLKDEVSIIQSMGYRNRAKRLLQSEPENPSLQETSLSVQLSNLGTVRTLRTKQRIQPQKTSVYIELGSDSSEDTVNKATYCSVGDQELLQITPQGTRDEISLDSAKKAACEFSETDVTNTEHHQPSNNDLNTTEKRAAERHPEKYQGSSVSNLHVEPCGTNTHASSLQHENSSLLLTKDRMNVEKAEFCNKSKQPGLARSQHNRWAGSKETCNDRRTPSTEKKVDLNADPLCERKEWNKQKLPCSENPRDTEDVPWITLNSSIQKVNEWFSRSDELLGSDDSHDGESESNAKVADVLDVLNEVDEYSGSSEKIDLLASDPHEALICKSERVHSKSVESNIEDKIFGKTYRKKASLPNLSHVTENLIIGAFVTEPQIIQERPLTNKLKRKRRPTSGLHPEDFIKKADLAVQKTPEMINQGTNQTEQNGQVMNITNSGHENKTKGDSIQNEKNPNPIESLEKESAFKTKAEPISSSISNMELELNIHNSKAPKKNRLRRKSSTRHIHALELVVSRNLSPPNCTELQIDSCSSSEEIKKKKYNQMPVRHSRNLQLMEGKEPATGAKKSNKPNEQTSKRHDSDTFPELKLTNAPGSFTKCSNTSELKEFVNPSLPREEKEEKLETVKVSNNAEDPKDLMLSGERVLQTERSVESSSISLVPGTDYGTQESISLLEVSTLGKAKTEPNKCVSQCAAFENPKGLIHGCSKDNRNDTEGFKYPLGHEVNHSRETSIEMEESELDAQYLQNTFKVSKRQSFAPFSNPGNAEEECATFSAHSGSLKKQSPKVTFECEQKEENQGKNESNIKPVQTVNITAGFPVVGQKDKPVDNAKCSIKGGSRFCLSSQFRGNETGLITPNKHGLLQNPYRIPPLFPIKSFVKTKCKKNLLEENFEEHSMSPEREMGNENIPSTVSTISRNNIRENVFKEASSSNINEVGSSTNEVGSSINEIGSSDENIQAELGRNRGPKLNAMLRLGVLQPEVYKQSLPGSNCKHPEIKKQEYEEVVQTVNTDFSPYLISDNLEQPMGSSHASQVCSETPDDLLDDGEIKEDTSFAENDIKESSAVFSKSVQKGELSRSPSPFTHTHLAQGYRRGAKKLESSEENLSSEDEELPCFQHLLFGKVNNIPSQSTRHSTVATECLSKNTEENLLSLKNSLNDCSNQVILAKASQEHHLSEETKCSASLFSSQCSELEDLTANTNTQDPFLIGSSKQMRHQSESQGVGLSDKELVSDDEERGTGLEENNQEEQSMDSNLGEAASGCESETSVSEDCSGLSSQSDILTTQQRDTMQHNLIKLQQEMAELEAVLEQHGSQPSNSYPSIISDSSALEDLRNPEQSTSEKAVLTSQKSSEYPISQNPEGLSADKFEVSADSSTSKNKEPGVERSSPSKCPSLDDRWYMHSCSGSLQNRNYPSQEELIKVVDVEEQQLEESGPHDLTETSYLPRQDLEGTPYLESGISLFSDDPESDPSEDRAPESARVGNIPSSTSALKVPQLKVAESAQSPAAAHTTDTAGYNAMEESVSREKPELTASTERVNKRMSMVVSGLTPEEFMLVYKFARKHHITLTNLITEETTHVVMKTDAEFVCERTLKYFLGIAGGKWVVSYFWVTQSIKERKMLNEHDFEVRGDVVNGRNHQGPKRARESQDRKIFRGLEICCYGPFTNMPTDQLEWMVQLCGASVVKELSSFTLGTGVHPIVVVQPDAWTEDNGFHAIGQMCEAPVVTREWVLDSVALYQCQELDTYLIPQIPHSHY
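Fluorescence polarization: His-tagged BRCT (~35 kDa BRCA1 C-terminus, 250 nM) bound to 100 nM fluorescein-labeled phosphorylated 10-aa BACH1 peptide, pH 7.3 phosphate buffer with DTT and Tween 20. Compounds incubated 12 min at room temperature; inhibition read as lowered polarization.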
Texas Red fluor = Texas Red region autofluorescence; Compound fluorescence, Texas Red channel, 547/618 nm; hits give high values; max dye-equivalent concentration, M; 59,000 compounds, 0.06% hits; AID 587; in the data active means max dye-equivalent concentration above about 10 nM; inconclusive means between about 1.1 nM and that limit
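Pin-transferred compounds and Texas Red standards go into 100 mM Tris buffer, pH 8.0. After 15 min at room temperature, plates are imaged with 547/618 nm filters. Each value is a dye-equivalent concentration derived from the per-plate dye curve.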
Casp1 inh = blocks human caspase-1 allosterically or competitively; P29466; 75,000 compounds, 0.03% hits; Potency, µM (series often up to 57.5 µM), inactives show top-dose activity change, negative = inhibition, usual class: inhibitors; Caspase-1 enzyme, Ac-WEHD-AFC fluorogenic rate; AID 900;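 further: potency means the concentration at half of the fitted maximal effect; plate controls were vehicle for no effect and no substrate for full effect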
Rhodamine fluor = rhodamine region autofluorescence; AID 594; 59,000 compounds, 0.05% hits; max dye-equivalent concentration, M; Rhodamine-region fluorescence, 547/598 nm, Tris buffer; hits give high values; in the data active means max dye-equivalent concentration above about 11 nM; inconclusive means between about 1.1 nM and that limit
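Steps: pin-transfer compounds into pH 8.0 Tris (100 mM), hold 15 min at room temperature, image with a 547/598 nm filter pair, and convert intensities to rhodamine-equivalent concentration using a six-point on-plate rhodamine series.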
BRCT PPI red = BRCT-phosphoprotein interaction inhibition (red fluorophore). P38398. BRCT-phosphopeptide binding, red fluorescence polarization. Potency, µM (doses to about 76.9 µM), inactives show at the highest dose activity change, negative = inhibition, usual class: inhibitors. 75,000 compounds, 0.03% hits. AID 892; further: on the % scale 0 is the no-effect control and ±100 the full control effect
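Fluorescence polarization: 100 nM His-tagged BRCA1 BRCT with 100 nM TAMRA-labelled phospho-BACH1 decapeptide, phosphate buffer pH 7.3 with 150 mM NaCl, DTT, 0.01% Tween 20; 12 min RT. Binding inhibition seen as FP decrease.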
Casp7 inh = caspase-7 (human) inhibition, allosteric or competitive. recombinant caspase-7, Ac-DEVD-AFC fluorescence rate. Potency, µM (series often up to 57.5 µM), for inactives: at the highest dose activity change, negative = inhibition, actives largely listed as inhibitors. 75,000 compounds, 0.02% hits. AID 889; active means well fitted inhibition curve with a large enough effect in the main read-out, with a control signal flat, not every such curve was filed as active; inconclusive means small, poorly fitted or top-dose-only effect, or a change in a side signal; further: potency means the concentration at half of the fitted maximal effect; % of control where 0% means no effect
Fluorescein fluor = compound fluoresces in the fluorescein spectral region | Compound autofluorescence, 480/540 nm, fluorescein-equivalent; hits give high values | AID 593 | 59,000 compounds, 0.91% hits | max fluorescein-equivalent concentration, M; in the data active means max fluorescein-equivalent concentration above about 10 nM; inconclusive means between about 1.1 nM and that limit
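Values reflect compound autofluorescence, normalized to fluorescein on the same plate and reported at each tested concentration. Conditions: 100 mM Tris pH 8.0, room temperature, 15 min, excitation 480 nm, emission 540 nm.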
HEK293 cAMP cs = raises cAMP in parental HEK293 cells, TSHR agonist counter-screen; 73,000 compounds, 2.5% hits; Potency, µM (top dose mostly 57.1 µM), without a hit: at the highest dose activation, most hits filed as activators; parental HEK293 CNG cAMP sensor, membrane potential fluorescence; further: potency means the concentration at half of the fitted maximal effect; % of control where 0% means no effect; nearly all actives have a fitted effect of over 55% in size
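Counterscreen for endogenous-receptor signalling: CNG-channel HEK 293 cells report cAMP rise by membrane depolarization. After 60 min dye equilibration with 100 uM RO 20-1724, compounds incubated 30 min before bottom-read fluorescence at 590 nm.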
A350 autofl = compounds fluorescent in Alexa 350 spectral region | Compound autofluorescence, 340/450 nm, Alexa 350 dye-equivalents; hits give high values | max dye-equivalent concentration, M | 59,000 compounds, 11% hits | AID 590; in the data active means max dye-equivalent concentration above about 10 nM; inconclusive means mostly about 1.1 nM to 9.6 nM
4-MU autofl = 4-MU region autofluorescence; compound autofluorescence, 340/450 nm, 4-MU equivalents; hits give high values; max dye-equivalent concentration, M; 59,000 compounds, 11% hits; in the data active means max dye-equivalent concentration above about 10 nM; inconclusive means mostly about 1.1 nM to 9.6 nM
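Intrinsic fluorescence at 340/450 nm (ex/em) was read after 15 min at room temperature in pH 8.0, 100 mM Tris. Each compound concentration expressed as 4-MU-equivalent concentration from a six-point 4-MU standard series on each plate.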
USP2a inh = inhibitors of human ubiquitin-specific protease USP2a; O75604; Potency, µM (top dose mostly 38.3 µM), inactives show top-dose activity change, negative = inhibition, most hits filed as inhibitors; USP2a enzymatic assay, qHTS inhibition; 60,000 compounds, 0.1% hits; AID 927;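 further: potency means the concentration at half of the fitted maximal effect; nearly all actives have a fitted effect of over 60% in size; plate controls were DMSO for no effect and NEM full inhibition control for full effect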
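USP2 core (20nM final) preincubated 30 min RT with compound, then Ub-PLA2 20nM and NBD C6-HPC 20uM final added; buffer 20mM Tris-HCl pH 8.0, 2mM CaCl2. Fluorescence Ex 460/Em 535 read at 0 and 2.5 h; normalized to NEM.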
An asterisk follows results filed as active; i = inactive; ? = inconclusive; · = not tested or not shown; [ ] = another dose, or the depositor's remark. Unless noted, the call rests on the fitted dose curve; in most records, active means well fitted curve in the direction sought with a large enough effect; inconclusive means small, poorly fitted or top-dose-only effect, or another doubt; inactive means no such curve, though single readings can be large; an effect the other way counts as inactive or inconclusive.

Each structure is followed by: BRCT inh green, Texas Red fluor, Casp1 inh, Rhodamine fluor, BRCT PPI red, Casp7 inh, Fluorescein fluor, HEK293 cAMP cs, A350 autofl, 4-MU autofl, USP2a inh
> CCOC(=O)Nc1cccc(NC(=O)c2cc(OC)cc(OC)c2)c1
 : -2.7%, i, -2.7%, i, -0.6%, -2.3%, i, 1.1%, i, i, 7.6%
> COC(=O)c1ccc(Nc2cc(C)nc3ncnn23)cc1
 : -1.2%, i, -0.6%, i, -1.3%, 1.4%, ?, 1.0%, i, i, -4.1%
> CCC1Oc2ccc(C)cc2N(CC(=O)NCCC2=CCCCC2)C1=O (stereo unspecified)
 : 0.6%, ?, -2.3%, i, -0.2%, 0.2%, ?, 6.31µM*, i, i, 9.7%
> C=C(C)c1ccc(C(C)(C)NC(=O)N2CCN(C)CC2)cc1
 : -5.0%, i, 0.2%, i, 0.0%, 1.4%, i, 12.3%, i, i, 18.7%
> O=S(=O)(c1cccc(S(=O)(=O)N2CCC(n3nnc4ccccc43)CC2)c1)N1CCCCC1
 : -0.8%, i, -3.6%, i, -1.1%, -2.0%, ?, ?, i, i, 256.8%[activator]
> CC1(C)CC(=O)c2cn3c(nc2C1)nc1ccccc13
 : -1.4%, i, -1.8%, i, -0.9%, -3.0%, i, 4.5%, ?, i, -3.5%
> O=C(CSc1nnc(Cc2ccccc2)o1)NCCN1C(=O)CSC1=O
 : -4.0%, i, -0.9%, i, -0.2%, 1.0%, ?, 2.2%, i, i, -6.5%
> Cc1nn(Cc2ccccc2)c2c1C(c1ccco1)C(C#N)=C(N)O2 (stereo unspecified)
 : 0.1%, ·, -1.9%, ·, -0.1%, 0.3%, ·, 17.1%, ·, ·, -4.2%
> COc1ccccc1NC(=O)CSc1nnnn1C
 : -0.5%, ·, -1.0%, ·, 0.1%, -1.0%, ·, 19.4%, ·, ·, 0.8%
> N#CC(C(=O)c1ccco1)c1ccccn1 (stereo unspecified)
 : -6.5%, i, -5.3%, i, -5.5%, -2.1%, ?, 10.4%, ?, ?, -7.1%
> Cc1noc(C)c1COc1cccc(C(=O)N2CCN(C/C=C/c3ccccc3)CC2)c1
 : -1.7%, i, -1.1%, i, -4.0%, -3.5%, i, ?, i, i, 42.2%[activator]
> COc1ccc(OCC(=O)Nc2ccc3c(c2)nc(CCN2CCOCC2)n3C)cc1
 : 2.3%, ?, -2.2%, i, 0.1%, -7.1%, i, -18.4%, i, i, 14.4%
> CCN1C(=O)C(CC(=O)N2CCN(C(c3ccccc3)c3ccccc3)CC2)N(CC)C1=O (stereo unspecified)
 : 1.9%, i, -1.9%, i, 1.9%, -0.5%, i, 2.8%, i, i, 31.8%[activator]
> Cn1c(=O)c2c(ncn2CCSS(=O)(=O)O)n(C)c1=O
 : 0.5%[15.4 µM], i, 1.9%[11.5 µM], i, -0.5%[15.4 µM], -0.5%[11.5 µM], ?, 2.3%[11.4 µM], i, i, ·
> CNc1ccc(C(O)(C(F)(F)F)C(F)(F)F)cc1C(O)(C(F)(F)F)C(F)(F)F
 : -0.9%, i, -1.1%, i, -1.1%, -0.8%, i, -25.8%, i, i, -3.5%
> CCCn1nnnc1NC(=O)CSc1ccc(Cl)cc1
 : -0.8%, i, -0.5%, i, 0.3%, -0.3%, i, 12.1%, i, i, 0.6%
> COc1ccc(OC)c(NC(=O)c2cc3sccc3n2C)c1
 : -1.0%, ?, -0.8%, i, -0.5%, 0.8%, i, 25.1µM*, ?, ?, 13.9%
> CCSc1nc2sc3c(c2c(=O)n1C1CCCCC1)CCN(C)C3
 : ·, i, ·, i, ·, ·, ?, ·, 2.47e-08M*, 2.07e-08M*, ·
> CC1CN(c2cc3nccnc3cc2F)CC(C)O1 (stereo unspecified)
 : -2.4%, i, -9.0%, i, -0.4%, -10.4%, i, 7.0%, ?, i, -3.2%
> CCCNC(=O)Cn1cccc1C(=O)c1ccccc1
 : -1.0%, i, 1.0%, i, -0.4%, 0.1%, i, 2.9%, i, i, -6.1%
> CCCCCCN(C(=O)CCCCCN1C(=O)NC(c2ccc(-c3ccccc3)cc2)C(C(=O)OCc2ccccc2)=C1C)C(C(=O)NCCCC)c1ccc(O)c(C(=O)OC)c1 (stereo unspecified)
 : -2.1%, ·, 1.5%, ·, 0.9%, 0.1%, ·, -7.8%, ·, ·, ·
> CCOC(=O)N1CCN(C(=O)CS(=O)(=O)Cc2nc(-c3ccccc3C)oc2C)CC1
 : -1.6%, ·, -2.8%, ·, -0.9%, -5.2%, ·, 1.4%, ·, ·, ·
> CCOC(=O)c1ccc2ncc(C(=O)OCC)c(NCc3ccco3)c2c1
 : 2.9%, ?, -1.9%, i, -0.3%, -2.4%, i, 25.1µM*, 3.81e-08M*, 3.94e-08M*, 15.3%
> O=c1[nH]c2cc(Cl)ccc2c(O)c1-c1cccc(Oc2ccccc2)c1
 : -2.7%, ·, -2.8%, ·, 0.1%, -4.7%, ·, 6.6%, ·, ·, ·
> O=C(c1cc2ccccc2oc1=O)N(Cc1cccs1)C1CCS(=O)(=O)C1 (stereo unspecified)
 : -1.7%, ?, 0.2%, i, 0.3%, -0.3%, ?, 0.0%, i, i, -1.5%
> C=CCn1c(=O)/c(=C\c2ccsc2)s/c1=C(/C#N)C(=O)NCCN1CCOCC1
 : 1.5%, i, -1.6%, i, 0.0%, -2.7%, ?, 0.2%, ?, ?, 20.4%
> Cn1c(C(=O)NC2CCCCC2)cc2c(=O)n(C)c3ccccc3c21
 : -2.8%, ·, -3.4%, ·, -0.3%, -4.1%, ·, -4.7%, ·, ·, ·
> CCOC(=O)Cc1[nH]nc2c1C(c1cc(OC)ccc1OC)C(C#N)=C(N)O2 (stereo unspecified)
 : ·, i, ·, i, ·, ·, i, ·, ?, ?, ·
> COCc1cc(=O)[nH]c(Nc2nc3ccccc3o2)n1
 : ·, i, ·, i, ·, ·, i, ·, i, i, ·
> Cc1ccc(CNC(=O)C(C)OC(=O)c2ccco2)cc1 (stereo unspecified)
 : -1.5%, i, 2.1%, i, 0.9%, 0.4%, i, 15.4%, i, i, 16.9%
> COc1cc(C2C(C(=O)c3ccc(C)o3)=C(O)C(=O)N2c2cc(C)on2)cc(OC)c1OC (stereo unspecified)
 : ·, i, ·, i, ·, ·, i, ·, i, i, ·
> CC(C)C1N=C2c3ccccc3N=C(SCC(=O)NCCc3ccc(S(N)(=O)=O)cc3)N2C1=O (stereo unspecified)
 : -1.9%, i, -1.6%, i, 0.7%, -1.8%, i, 10.7%, 3.44e-07M*, 3.72e-07M*, 6.4%
> O=C(c1ccco1)N1CCN(CC(O)COc2ccc3oc4ccccc4c3c2)CC1 (stereo unspecified)
 : 0.0%, ?, -1.8%, i, 1.1%, 4.0%, i, 29.9%, ?, i, 33.3%[activator]
> CCOCCCNC(=O)C1CCN(S(=O)(=O)CC)CC1
 : -1.4%, i, 1.2%, i, -1.0%, 0.6%, i, ?, i, i, 16.9%
> CC1=C(C(=O)Nc2ccc(Cl)cc2)C(c2ccco2)NC(=O)N1 (stereo unspecified)
 : 0.2%, ?, 0.9%, i, -3.9%, 1.8%, i, -11.9%, i, i, -1.0%
> O=c1cccc(-c2ccc(Br)cc2)o1
 : -2.1%, ·, 0.5%, ·, -1.8%, 1.2%, ·, 6.8%[11.4 µM], ·, ·, 2.4%[7.66 µM]
> CC1(C)CC(=O)C(C=Nc2ccc3[nH]ncc3c2)=C(O)C1
 : -1.6%, ·, -6.9%, ·, -0.2%, -7.1%, ·, -6.7%, ·, ·, 9.4%
> S=c1[nH]nc(Cc2c[nH]c3ccccc23)o1
 : -1.0%, i, -1.0%, i, -0.7%, 1.1%, ?, 21.1%, i, i, 0.8%
> COC1(c2cc(-c3ccccc3)nc(N)n2)CCCCC1
 : 1.7%, ·, -4.6%, ·, -0.7%, 2.1%, ·, 25.6%[11.4 µM], ·, ·, 4.3%[7.66 µM]
> Cc1ccc(NC(=O)C2CC(=O)NC(N3CCCCC3)=N2)cc1Cl (stereo unspecified)
 : -0.9%, ?, 0.3%, i, 0.6%, -1.1%, ?, -0.7%, i, i, 13.9%
> COC(=O)[C@H](CCSC)NC(=O)Nc1ccc(OC)c(Cl)c1
 : -1.5%, i, -1.6%, i, 0.3%, 0.4%, ?, 29.8%, i, i, 6.6%
> CN(C(=O)CSc1nnc(-c2ccco2)o1)C1CCCCC1
 : 1.1%, ?, 2.4%, i, 1.5%, 0.7%, i, 4.4%, i, i, -5.6%
> O=c1c2ccccc2nc2n1CCc1c-2[nH]c2ccccc12
 : -2.7%, i, -3.8%, i, -1.2%, -1.3%, i, ?, 3.06e-08M*, 4.65e-08M*, -10.2%
> Cc1c(C(=O)O)oc2ccc(S(=O)(=O)NCc3ccc(F)cc3)cc12
 : 0.8%, i, -3.4%, i, 1.2%, 0.2%, i, -1.7%, i, i, -4.8%
> Cc1ncc2c(c1OC(=O)c1ccccc1)COC(C)(C)OC2
 : -2.2%, i, -1.4%, i, 0.1%, -0.8%, i, 8.1%, i, i, 3.6%
> O=C(NCc1ccccn1)C1CCN(S(=O)(=O)c2ccccc2)CC1
 : -1.7%, i, -0.8%, i, 0.8%, -0.2%, ?, 0.6%, i, i, 0.6%

A portion of the library; the hit share may differ from the screen's.
